Compound activity deposited in PubChem BioAssay by several laboratories.
PhoP inhibition = inhibitors of PhoP regulon expression, primary screen, Salmonella Typhimurium, GFP reporter (AID 1863); S. Typhimurium PhoP-regulated promoter GFP reporter, 4 h; higher % means a stronger effect; inhibition, % at 50 µM; hits with a dose series show IC50 in µM; hit rate 0.16% among 300,000;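 active = inhibition over 29.93%, a cutoff 3 SD above the screen mean, later confirmed by dose response; inconclusive = inhibition over 29.93% but no dose response follow-up; inactive = inhibition at most 29.93% or unconfirmed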;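 note: 0% = low Mg2+ inducing control and 100% = high Mg2+ repressing control; strong numbers were not always called active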
WT yeast gro inh = growth inhibition of WT yeast, mitochondrial fusion screen. hit rate 2.1% among 190,000. inhibition, % at 10 µM. mitochondrial fusion phenotypic screen, WT strain; in the data active = inhibition above about 58%; tested in S. cerevisiae
MgcRacGAP inhibition = MgcRacGAP GTPase-activating activity inhibitors, confirmation, biochemical, ADP Hunter fluorescence | hit rate 0.6% among 340,000 | MgcRacGAP-stimulated Rac1 GTP hydrolysis, ADP Hunter fluorescence; higher % means a stronger effect; GST-tagged Rac1 F28L mutant substrate | one-dose inhibition, % at 30 µM; IC50 in µM for titrated hits | AID 624330;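 active = first-screen hits whose inhibition reached a set limit at any dose in the follow-up dose series; inconclusive = inhibition above the set first-screen limit but never retested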;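 note: fluorescence reports GDP produced by GAP-driven GTP hydrolysis; strong numbers were not always called active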
West Nile virus CPE = inhibition of WNV-induced cytopathic effect – cell-based, CPE readout (AID 1621); West Nile virus-infected cells, CPE inhibition; higher % means a stronger effect; CPE inhibition, % at 10 µM, or IC50 in µM where a hit was titrated; hit rate 0.02% among 290,000; in the data active = a potency from the dose series; inconclusive = CPE inhibition mostly from about 3.7% at the one dose, without a potency; inactive = the rest, 99 in 100 with CPE inhibition below about 2.2%; note: strong numbers were not always called active
Myeloid diff MLP = myeloid differentiation induction | calls only at 10 µM | hit rate 1% among 360,000 | ER-HoxA9 myeloid progenitors, lysozyme-GFP differentiation, flow cytometry;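 active = normalized GFP-positive differentiation at or above the plate's own cutoff, the solvent-only control mean plus 3 SD; inconclusive = no clear call, values can overlap the other calls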;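 note: cells exposed to compound for four days before flow analysis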
T cell HTS = T cell immune modulation candidate; 2C CD8+ T cell-vesicle binding, flow cytometry; stronger effect = lower value; calls only at 7 µM; hit rate 0.068% among 330,000;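 active = response, share of CD8 T cells binding vesicles, and their 90th percentile fluorescence all below set limits, cut at about 80% in these data, passing the limit was not always enough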
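material = purified 2C TCR transgenic mouse naive CD8+ T cells | controls = Unloaded micro-vesicles (low), QL9 vesicles with 0.7% DMSO (high) | detection = cytometric PE anti-B7-1 and Alexa647 anti-CD8 signals after 1% paraformaldehyde fixation | incubation = binding step 1.5 h, 37 °C, antibody labelling 20 min, ice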
SV40 large T antigen = SV40 large T antigen inhibitors, biochemical (AID 1903); SV40 large T antigen ATPase/helicase inhibition assay; higher % means a stronger effect; hit rate 0.39% among 310,000; inhibition, % at 20 µM, or IC50 in µM where a hit was titrated; in the data active = a potency from the dose series; inconclusive = inhibition mostly from about 32% at the one dose, without a potency; inactive = the rest, 99 in 100 with inhibition below about 32%; note: strong numbers were not always called active
RSV antiviral HEp-2 = inhibition of RSV-induced cytopathic effect – HEp-2 cells, primary 10 µM value included (AID 2391). HEp-2 cells, RSV-induced CPE inhibition; higher % means a stronger effect. one-dose CPE inhibition, % at 10 µM; IC50 in µM for titrated hits. hit rate 0.13% among 310,000; in the data active = a potency from the dose series; inconclusive = CPE inhibition mostly from about 23% at the one dose, without a potency; inactive = the rest, 99 in 100 with CPE inhibition below about 21%; note: strong numbers were not always called active
bCat nuc transl = modulators of beta-catenin nuclear translocation; HeLa beta-catenin nuclear translocation, immunofluorescence imaging; nuclear translocation activity, % at 5 µM; hit rate 0.3% among 190,000;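 active = nuclear translocation activity above 50% at 5 µM, with a well cell count of 50 or more; inconclusive = wells under 50 cells across six images, flagged as toxic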;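 note: per-cell ratio of nuclear to cytoplasmic median beta-catenin stain intensity; plate controls were DMSO negative control for no effect and GSK-3 inhibitor IX positive control for full effect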
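assay system = human HeLa cells, endogenous beta-catenin | times = compound treatment 24 h, 37°C, 5% CO2 | detection = Anti-beta-catenin immunofluorescence on PFA-fixed, Triton-permeabilized cells, DAPI nuclei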
WT yeast gro inh mutant strain = also measured in WT yeast gro inh; calls as there; inhibition, %; mitochondrial fusion phenotypic screen, mutant strain inhibition
bCat nuc transl cell count 5 µM = second read-out of bCat nuc transl, no call of its own (marks repeat the call); cell count; measured here: cell count, cytotoxicity flag
T cell HTS vesicle-bound % = second read-out of T cell HTS, no call of its own (marks repeat the call); double positive events, %; measured here: CD8+ vesicle-bound cell fraction;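 binding gate set so that unloaded-vesicle control wells show 10% double positive cells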
Myeloid diff MLP GFP+ MAC1+ % = second read-out of Myeloid diff MLP, no call of its own (marks repeat the call); GFP+ MAC1+ double positive, %; measured here: differentiation confirmed by MAC1 staining
* hit, by the source's call; i = inactive; ? = inconclusive; nt = no result given; & = joins results of further samples. No enrichment for hits; 3.6% or so of the library scored in one or more.

nr	canonical_smiles	PhoP inhibition	WT yeast gro inh	WT yeast gro inh mutant strain	MgcRacGAP inhibition	West Nile virus CPE	Myeloid diff MLP	Myeloid diff MLP GFP+ MAC1+ %	T cell HTS	T cell HTS vesicle-bound %	SV40 large T antigen	RSV antiviral HEp-2	bCat nuc transl	bCat nuc transl cell count 5 µM
1	CCC(C)NCCCOc1ccc([N+](=O)[O-])cc1 (stereo unspecified)	-4.7%	-4.9	-16.5	8.1%	-0.2%	i	0.5	i	46.2	4.9%	0.6%	-0.7	972
2	COc1ccc(N2CCN(C(=O)c3ccc(N4C(=O)NC5CC4(C)Oc4ccccc45)cc3)CC2)cc1 (stereo unspecified)	2.2%	-3.2	4.9	12.8%	0.4%	i	0.9	i	12.2	17.6%	1.9%	-1.4	932
3	Cc1ccc2[nH]c(=O)c(CN(Cc3cccs3)Cc3nnnn3CC3CCCO3)cc2c1 (stereo unspecified)	-8.3%	1.5	1.1	3.7%	-1.3%	i	2.0	i	34.7	5.4%	4.0%	-7.1	936
4	O=c1oc2ccccc2cc1-c1cn2ccccc2n1	-3.0%	15.3	12.9	2.6%	?	i	0.1	i	59.3	-0.3%	7.2%	0.9	1080
5	OCCC1CN(Cc2nc(-c3ccccc3)cs2)CCN1C1CCCC1 (stereo unspecified)	-3.1%	-8.1	0.3	17.3%	-0.4%	i	0.1	i	23.6	12.2%	-2.5%	0.0	1015
6	CC(=O)NCCc1cc2ccc(C)c(C)c2[nH]c1=O	-5.6%	4.1	0.1	-6.6%	0.1%	i	3.3	i	49.7	-1.4%	0.2%	1.3	987
7	Cc1nc(-c2ccc(S(=O)(=O)NCc3cccnc3)s2)cs1	1.7%	nt	nt	9.7%	-0.5%	i	0.7	i	23.5	2.8%	nt	-0.2	1330
8	CC1C(=O)OC2C1CCC1(C)CCC(=O)C(C)C21 (stereo unspecified)	8.5%	nt	nt	nt	-0.1%	i	0.1	i	11.5	6.7%	1.6%	nt	nt
9	Cc1ccc(-c2nn(C)c(=O)c3ccccc23)cc1CO	-14.6%	-10.2	-0.3	10.4%	0.1%	i	0.6	i	36.0	23.2%	-0.6%	-3.2	552
10	CN(C(=O)CC1C(=O)NCCN1Cc1ccc(F)c(F)c1)C1CCCCC1 (stereo unspecified)	2.1%	nt	nt	2.8%	-0.5%	i	0.7	i	59.4	4.3%	0.7%	nt	nt
11	CC(Sc1nnc(-c2ccco2)n1C)C(=O)Nc1nccs1 (stereo unspecified)	2.0%	nt	nt	2.0%	nt	i	0.7	i	7.0	11.9%	1.2%	nt	nt
12	CCN(C(=O)CSc1ncccn1)C1CCS(=O)(=O)C1 (stereo unspecified)	-8.2%	nt	nt	5.0%	0.3%	i	0.5	i	15.4	6.1%	1.9%	nt	nt
13	CCCC(=O)N1CCN(c2ccc(NC(=O)c3cccs3)cc2Cl)CC1	8.6%	24.6	4.4	6.0%	-0.8%	i	0.3	i	63.3	19.7%	?	0.7	1544
14	N#Cc1ccc(Cl)cc1NC(=O)COC(=O)c1ccc(S(=O)(=O)N2CCCC2)cc1	5.1%	-4.0	-5.0	9.8%	nt	i	0.7	i	38.6	-3.9%	1.4%	-0.6	1276
15	Cc1cccc(NC(=O)COc2ccc3oc4c(c3c2)CCCC4)n1	-4.0%	14.2	-8.5	11.3%	1.6%	i	1.4	i	2.8	2.5%	0.6%	-1.0	1209
16	CC(C)C[C@H]1CN=C(Nc2ccccc2)N1CCCC1CCCC1	2.5%	nt	nt	2.8%	-0.8%	i	0.8	i	20.2	16.4%	-2.2%	nt	nt
17	O=C(Nc1nnc(C2CCCO2)s1)c1cccs1 (stereo unspecified)	2.3%	-11.5	-16.8	6.8%	-0.6%	i	8.7	i	46.4	-3.9%	-0.3%	-0.5	1031
18	C[C@]12CCC(=O)C[C@@H]1CC[C@@H]1[C@@H]2CC[C@]2(C)[C@@H](C(=O)COC(=O)CCC(=O)O)CC[C@@H]12	1.2%&12.6%	nt	nt	16.7%&6.7%	-0.8%&-1.4%	i	0.7&0.6	i	43.2&38.3	3.3%&23.4%	2.2%&2.0%	nt	nt
19	Nc1nc2ccccc2n1/N=C/c1ccc(-c2ccccc2)o1	41.0%	35.0	43.9	4.2%	nt	i	1.1	i	35.4	-0.1%	-1.4%	-2.8	877
20	Cc1ccc(/C=N/N(Cc2ccccc2)c2ccccc2)o1	-5.1%	-9.6	-14.2	3.4%	0.0%	i	0.1	i	46.7	9.0%	3.0%	-1.3	1136
21	COc1cc(/C=N/N(C)c2ccccc2)ccc1O	0.7%	18.6	31.1	15.6µM*	-0.5%	i	0.9	i	31.1	8.47µM*	-0.8%	6.3	909
22	Cc1ccc(S(=O)(=O)N2CCCCC2)cc1C(=O)Nc1ccc(N2CCOCC2)cc1	-7.8%	-3.0	-12.1	5.2%	-1.0%	i	0.5	i	4.9	1.1%	1.7%	0.1	1313
23	O=C(COc1ccc(Br)cc1)NNC(=S)NCc1ccccc1	-2.6%	nt	nt	1.4%	0.0%	i	1.8	i	24.3	15.0%	10.7%	nt	nt
24	CC(=O)CCc1ccc2oc(C(=O)O)c(C)c2c1	-9.6%	2.2	-6.2	7.5%	1.2%	i	0.8	i	24.1	3.5%	1.8%	nt	nt
25	CCCCNC(=O)c1onc(CSc2ccccn2)c1C(=O)NCCCC	4.3%	nt	nt	-1.0%	-0.1%	i	1.3	i	23.9	7.6%	-0.7%	nt	nt
26	COc1ccccc1CNC(=O)CCNS(=O)(=O)c1cccc2nonc12	2.1%	nt	nt	1.6%	-1.3%	i	2.2	i	32.8	2.8%	2.1%	nt	nt
27	CC(=O)Nc1nc2c(s1)C(=O)NCC(C)(C)C2	-6.8%	nt	nt	nt	0.5%	i	0.5	i	50.4	9.3%	nt	2.4	1020
28	Cc1ccc(NC(=O)C(OC(=O)c2ccc(F)cc2)c2ccccc2)cc1Cl (stereo unspecified)	-10.3%	-10.1	-3.4	3.4%	nt	i	0.6	i	34.7	-7.7%	0.2%	-1.4	1258
29	CCOc1cc(C(c2c(C)[nH][nH]c2=O)c2c(C)[nH][nH]c2=O)ccc1OS(=O)(=O)c1ccccc1	-3.6%	23.7	1.7	8.3%	-0.3%	i	1.4	i	39.5	2.3%	1.0%	-0.2	1176
30	O=C(c1ccco1)N1CCN(C(=O)C2(S(=O)(=O)c3ccc(Cl)cc3)CC2)CC1	-5.5%	-9.5	-1.1	5.7%	-0.1%	i	6.9	i	10.9	2.9%	0.3%	-0.3	1318
31	O=C(NCc1ccc(F)cc1)C1CC(=O)N(CCc2ccccc2)C1 (stereo unspecified)	2.7%	-16.9	0.1	5.2%	0.1%	i	0.6	i	14.0	2.6%	-0.9%	2.7	1533
32	COc1ccc(C(=O)C2CCCN(C(=O)c3cc(C(C)C)no3)C2)cc1F (stereo unspecified)	-0.5%	-4.0	1.0	1.9%	-0.5%	i	0.6	i	55.7	6.5%	3.6%	-0.8	1143
33	COC(=O)c1c(NC(=O)C(=O)N2CCOCC2)sc2c1CCC2	3.7%	nt	nt	8.2%	0.0%	i	0.0	i	25.1	nt	2.6%	nt	nt
34	O=C(Cn1cc(C(=O)c2cccs2)c2ccccc21)NCC1CCCO1 (stereo unspecified)	-7.8%	-6.2	-17.9	4.9%	0.2%	i	0.9	i	63.9	7.3%	1.4%	nt	nt
35	N#Cc1c(Nc2ccccc2)c(C=O)c[nH]c1=O	nt	nt	nt	4.4%	0.2%	i	0.5	i	59.7	7.8%	1.4%	nt	nt
36	O=C(O)c1ccccc1C(=O)Nc1ccc(Oc2ccccc2)cc1	0.7%	nt	nt	nt	0.0%	i	0.2	i	8.9	-6.5%	2.6%	-1.0	1135
37	C/C(=C\CNc1ncnc2nc[nH]c12)CO	4.6%	nt	nt	1.0%	0.2%	i	3.1	i	33.4	1.9%	1.9%	nt	nt
38	O=C(Nc1ccc(Nc2ccccc2)cc1)c1ccco1	19.9%	15.3	32.0	?	0.2%	i	0.0	i	22.7	9.1%	38.7%	nt	nt
39	COc1cc(NC(=O)C/C(C)=N/NC(=O)Cc2ccc(Cl)cc2)c(OC)cc1Cl	2.9%	10.0	7.1	6.5%	-1.2%	i	0.4	i	50.3	9.1%	2.0%	-0.3	665
40	CCOc1ccc2nc(SC3CC(=O)N(c4ccc(OC)cc4OC)C3=O)sc2c1 (stereo unspecified)	5.4%	24.6	19.6	2.0%	1.5%	i	0.7	i	46.1	13.5%	2.1%	-1.0	1490
41	CCN(CC)S(=O)(=O)c1ccc(OC)c(NC(=O)COc2ccc3c(C)cc(=O)oc3c2)c1	-2.9%	-8.4	2.7	8.0%	1.4%	i	0.7	i	6.2	7.1%	2.4%	0.1	1070
42	Cc1cc(S(=O)(=O)NC2CCCCC2)ccc1-n1cnnn1	1.1%	-16.0	-14.9	4.2%	-1.1%	i	0.5	i	32.7	-5.4%	2.7%	-1.8	1065
